# PLAP act: PLAP enzyme activators, biochemical, luminescence, HTS. hit rate 1.2% among 96,000. AID 696, 2007. purified PLAP enzyme, luminescent substrate read-out; stronger effect = higher value. Alkaline phosphatase, placental type (Homo sapiens), P05187. activation fold at 20 µM; in the data active = activation fold above about 2
# Target sequence (P05187 whole entry, looked up): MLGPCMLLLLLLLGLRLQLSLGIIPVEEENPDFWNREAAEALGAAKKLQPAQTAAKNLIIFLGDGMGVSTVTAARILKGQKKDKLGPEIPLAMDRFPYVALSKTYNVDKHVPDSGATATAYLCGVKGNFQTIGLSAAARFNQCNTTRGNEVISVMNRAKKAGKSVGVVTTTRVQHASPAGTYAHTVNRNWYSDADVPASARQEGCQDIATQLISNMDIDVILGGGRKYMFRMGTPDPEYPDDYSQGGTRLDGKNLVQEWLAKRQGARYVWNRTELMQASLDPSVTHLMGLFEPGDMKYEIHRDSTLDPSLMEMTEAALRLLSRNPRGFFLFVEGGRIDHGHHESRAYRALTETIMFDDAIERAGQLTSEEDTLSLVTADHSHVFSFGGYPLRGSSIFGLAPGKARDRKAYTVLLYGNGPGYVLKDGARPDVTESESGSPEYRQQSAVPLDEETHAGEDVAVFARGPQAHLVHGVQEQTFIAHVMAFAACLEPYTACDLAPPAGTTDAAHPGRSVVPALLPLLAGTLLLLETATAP
# CYP2C19 activ: human CYP2C19 activators, primary screen, biochemical, luminescence; Cytochrome P450 2C19 (Homo sapiens), P33261; activation factor at 5 µM; recombinant CYP2C19, luciferin-H EGE luminescence; stronger effect = higher value; 0 = fully inhibited enzyme, 1 = untreated enzyme; 96,000 tested, under 10 active;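 active = activation factor of at least 2 at 5 µM in the primary screen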;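 note: 0 = wells with 2.5 mM tranylcypromine and 1 = vehicle-only wells; values of inactives mirror those of a sister screen read the other way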
# E coli WT exp: growth inhibitors of wild-type E. coli, primary screen, strain BW25113, expanded library, OD600. OD600 absorbance. growth inhibition, % at 100 µM. hit rate 0.15% among 98,000. AID 710, 2007;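 active = growth inhibition above about 50% at one test dose, limit read from the data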;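 note: growth measured after 20 h incubation at 37 °C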
# CYP2C9 inhib: blockers of cytochrome P450 2C9 activity – biochemical, luminescence, ADME assay, primary screen; P11712; CYP2C9 Supersomes, luciferin-H conversion; inhibition, % at 5 µM; hit rate 20% among 96,000; AID 777, 2007;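 active = blocking of liver enzyme CYP2C9 beyond about 50% at 5 µM, limit read from the data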; note: values of inactives mirror those of a sister screen read the other way
# Target sequence (P11712 whole entry, looked up): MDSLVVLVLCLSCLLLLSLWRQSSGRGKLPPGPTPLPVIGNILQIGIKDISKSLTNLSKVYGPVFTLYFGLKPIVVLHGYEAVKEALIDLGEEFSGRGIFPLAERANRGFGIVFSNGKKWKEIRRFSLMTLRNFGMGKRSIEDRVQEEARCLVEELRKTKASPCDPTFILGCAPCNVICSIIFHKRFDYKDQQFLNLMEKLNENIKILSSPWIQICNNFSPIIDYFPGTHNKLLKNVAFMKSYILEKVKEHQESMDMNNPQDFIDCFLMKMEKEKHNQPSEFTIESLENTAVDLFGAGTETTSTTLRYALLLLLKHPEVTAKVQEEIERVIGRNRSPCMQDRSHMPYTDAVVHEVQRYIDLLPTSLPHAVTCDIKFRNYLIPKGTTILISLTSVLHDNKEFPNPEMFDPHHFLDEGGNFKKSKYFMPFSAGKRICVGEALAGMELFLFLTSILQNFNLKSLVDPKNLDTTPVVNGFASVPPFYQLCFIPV
# CYP2C9 activ: human CYP2C9 activators, primary screen, biochemical, luminescence; Cytochrome P450 2C9 (Homo sapiens), P11712; recombinant CYP2C9, luciferin-H conversion; stronger effect = higher value; factor 1 = untreated enzyme, 0 = blocked; activation factor at 5 µM; hit rate 1.4% among 96,000;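 active = activation factor of 2 or more for CYP2C9 at a 5 µM dose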;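 note: 0 = sulfaphenazole-blocked wells and 1 = vehicle-only wells; values of inactives mirror those of a sister screen read the other way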
# CYP2C19 inhib: blockers of cytochrome P450 2C19 activity – biochemical, luminescence, ADME assay, primary screen; P33261; CYP2C19 Supersomes, luciferin-H EGE luminescence, 30 min; inhibition, % at 5 µM; hit rate 21% among 96,000; AID 778, 2007;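 active = CYP2C19 inhibition above a set limit at 5 µM in the primary screen, cut at about 50% in these data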;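 note: plate controls were negative control wells for no effect and 2.5 mM tranylcypromine positive control for full effect; values of inactives mirror those of a sister screen read the other way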
# PTK2B oligo ant: antagonists of Pyk2 self-association, primary screen, Q293 cells, FERM NanoBiT luminescence, HTS; z-score (the deposit names both 25 µM and 10 µM); AID 1347419, 2020; hit rate 0.83% among 99,000; stronger effect = lower value;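 active = Z-score of -3 or lower, scaled per plate to the spread of control and sample wells; inactive = z-score above -3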;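 note: negative z-score means lost luminescence so less FERM oligomerization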
# PostGolgi yeast: phenotypic screen on post-Golgi transport, primary screen. post-Golgi transport phenotypic cell assay. inhibition, % at 10 µM. hit rate 0.9% among 98,000; in the data active = inhibition above about 30%;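 note: yeast cells grown in 1536-well plates; yeast grown about 18 h at 30C before absorbance read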
# EphB4 ephrin blk: EphB4-ephrin-B2 interaction antagonists, primary screen, biochemical, TNYL-RAW peptide probe, fluorescence polarization; EphB4 LBD / TNYL-RAW-Alexa532 peptide; hit rate 0.15% among 97,000; inhibition, % at 7 µM; Ephrin type-B receptor 4 (Homo sapiens), P54760;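 active = inhibition above the screen-wide mean inhibition plus 3 SD, cut at about 15% in these data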;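 note: 0% = DMSO wells and 100% = excess unlabeled TNYL-RAW peptide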
# The depositor's hits bear a star; . = not tested or not shown. Outcome played no part in choosing rows; 31% or so of the library scored in one or more.
smiles,CYP2C19 inhib,E coli WT exp,CYP2C9 activ,EphB4 ephrin blk,PostGolgi yeast,PLAP act,CYP2C9 inhib,PTK2B oligo ant,CYP2C19 activ
CCCCc1oc2c(c(=O)c1C)C(=O)CC(c1ccccc1)C2 (stereo not drawn),100.3*,7.0,0.2,-4.2,14.4,1.6,78.0*,-0.43,0
c1ccc(Oc2cccc(OCCn3cncn3)c2)cc1,94.8*,-2.0,0.3,9.1,-7.0,1,68.1*,-0.47,0.1
N#CCc1c(C#N)c(N)nc(N2CCN(S(=O)(=O)c3ccccc3)CC2)c1C#N,.,10.0,.,-4.9,-2.5,.,.,-0.63,.
CCCOC(=O)CCCCC1SCC(NC(=O)OC)C1NC(=O)OC (stereo not drawn),27.3,5.0,0.5,.,1.0,1.2,46.2,1.6,0.7
CSc1nncc(-c2ccc(F)cc2)n1,40.3,6.0,0.7,-5.0,19.4,1,25.7,0.91,0.6
COC(=O)c1c(N)n(CCCN2CCOCC2)c2nc3ccccc3nc12,34.4,11.0,1.1,6.6,-2.8,1,-11.8,0.04,0.7
COc1ccc(C(NC(=O)C(C)(C)C)NC(=O)C(C)(C)C)cc1,.,-8.0,.,-0.5,2.5,.,.,-0.75,.
COC(=O)CC(NS(=O)(=O)c1cccs1)c1ccccc1Cl (stereo not drawn),93.9*,0.0,0.5,-0.3,-9.0,1.1,47.9,-0.19,0.1
COCc1nnc(NC(=O)c2ccc(S(=O)(=O)N(C)C3CCCCC3)cc2)o1,-3.5,6.0,0.2,4.3,-4.6,1.7,75.9*,-0.57,1
Cc1onc(-c2ccccc2)c1C(=O)NC(C)C1CCCO1 (stereo not drawn),3.2,-6.0,1,1.3,-23.7,0.9,3.5,1.02,1
O=C(Nc1sc2c(c1C(=O)O)CCCC2)c1cccs1,-0.8,-9.0,0.9,11.4,-1.6,0.9,6.5,-1.27,1
COC(=O)C1=CN(C)C=C(C(=O)OC)C1c1ccsc1,6.7,0.0,1,-12.1,-16.4,1.4,3.9,-0.33,0.9
C=CCn1c(CCNC(=O)c2ccccc2F)nnc1SCc1nc2ccccc2c(=O)[nH]1,1.1,-1.0,0.7,-5.0,-1.4,1,31.6,-0.31,1
CCCCn1nc(NC(=O)c2cccs2)c2cc3ccccc3nc21,14.7,-12.0,0.5,3.7,-3.0,1,46.5,-3.15*,0.9
Cc1ccccc1Cn1cc(NC(=O)c2noc3c2CC(C(C)(C)C)CC3)cn1 (stereo not drawn),-5.3,2.0,0.9,3.9,3.6,1,12.4,-1.29,1.1
CC(Oc1ccccc1)c1ccnn1S(C)(=O)=O (stereo not drawn),26.5,11.0,1.2,2.1,0.5,0.9,-23.1,0.96,0.7
CCOC(=O)COc1ccc2cc(C(=O)OCC)c(=O)oc2c1,-5.4,4.0,1,-2.9,10.1,0.9,1.5,0.7,1.1
CCc1nnc2n1N=C(c1ccc(-c3cc(Cl)ccc3Cl)o1)CS2,30.7,-8.0,0.6,-6.0,-5.2,1.2,37.1,-0.13,0.7
COC(=O)C(NC(=O)c1ccccc1C)(Nc1ncc(S(=O)(=O)c2ccc([N+](=O)[O-])cc2)s1)C(F)(F)F (stereo not drawn),42.7,-1.0,0.4,-1.5,11.4,1.3,60.4*,0.24,0.6
CCOC(=O)C1CCN(C(=O)CN(c2ccc3c(c2)OCCO3)S(C)(=O)=O)CC1,0.5,4.0,1,-3.6,-8.8,1,-3.2,1.16,1
COc1ccc(NC(=O)c2cc(OC)c(OC)c(OC)c2)cn1,56.0*,2.0,0.6,-1.1,1.1,1.1,41.6,0.63,0.4
COC(=O)C1C(=O)CC(C)(O)C(C(=O)OC)C1c1ccccc1F (stereo not drawn),-3.5,-8.0,1,1.9,-0.8,1.2,-0.4,-0.21,1
COc1ccc(CCNC(=O)c2nnn(-c3cc(C)cc(C)c3)c2N)cc1OC,15.5,-1.0,1.8,6.9,-1.9,0.9,-78.7,-1.68,0.8
C=CCn1nnnc1SCC(=O)Nc1ccccc1C(=O)OC,91.4*,7.0,0.6,.,7.1,0.9,41.8,-0.79,0.1
CC(=O)c1cc(C#N)c(SCC(=O)O)nc1C,2.0,2.0,1,1.9,1.6,0.9,3.0,-0.01,1
COc1ccc(Nc2nc(C)c3ccccc3n2)cc1,26.6,-3.0,1,-1.8,-2.8,0.8,3.0,-0.45,0.7
Cc1ccc(S(=O)(=O)Nc2nc3ccc(S(C)(=O)=O)cc3s2)cc1,28.7,8.0,0,5.0,3.0,1,97.7*,0.37,0.7
O=C(CN1C(=O)CCS(=O)(=O)c2ccccc21)NCc1ccc(F)cc1,.,3.0,.,-1.2,-3.2,.,.,-0.1,.
CCOC(=O)c1cccc(NC(=O)CCS(=O)(=O)c2cccs2)c1,72.4*,-3.0,0.1,.,-3.1,0.8,88.7*,0.55,0.3
Cc1sc2nc(C3CC3)nc(N3CCN(S(=O)(=O)c4ccc(F)cc4)CC3)c2c1C,37.0,-12.0,0.4,3.3,-2.2,1.3,59.2*,-1.12,0.6
Cc1ccccc1Nc1nc(N)nc(CSc2nnnn2-c2ccccc2)n1,87.6*,2.0,0.2,-1.9,-1.3,1.6,82.4*,-2.19,0.1
C=CCn1c(O)c(C(CC)=NCCN2CCOCC2)c(=O)[nH]c1=O,0.6,-3.0,0.9,4.1,-1.1,1.3,8.1,1.33,1
Cc1ccc(NC(=S)NNC(=O)c2cn(C)nc2C)cc1,-0.9,30.0,1,4.1,-0.3,2.3*,3.7,0.37,1
O=C(O)[C@@H](c1ccccc1)N1Cc2ccccc2C1=O,-0.7,-1.0,0.7,-12.7,-12.4,0.7,26.9,.,1
COc1nnc(-c2ccc(N3CCOCC3)c(NC(=O)c3ccco3)c2)c2ccccc12,25.0,-6.0,0.3,2.6,2.0,1,65.3*,-0.9,0.8
Cc1ccc(C(=O)Nc2c(C#N)c(C)c(C)n2Cc2ccccc2)cc1,23.9,-7.0,0.8,-4.4,-2.5,0.9,22.4,-2.38,0.8
Cc1ccc(Nc2nc3c([nH]2)c(=O)n(C)c(=O)n3C)cc1,9.2,2.0,0.4,-5.4,1.7,1.1,59.5*,-0.34,0.9
Cc1onc(-c2ccccc2Cl)c1C(=O)NCc1ccccn1,46.6,-6.0,0.9,1.4,-7.8,1.1,8.3,-0.21,0.5
OC1(c2cccc(F)c2)CCN(Cc2ccncc2)CC1,65.0*,1.0,1,-2.6,11.2,0.9,1.6,-0.54,0.3
COc1ccc(NC(=O)C2(N(CC(C)C)C(=O)Cn3nnnc3N)CCCCC2)cc1,-0.2,4.0,1,.,-3.2,1,4.1,-0.66,1
CCOc1ccc(NC(=O)CCS(=O)(=O)c2ccc3c(c2)CCCN3C(=O)CC)cc1,3.3,5.0,1,8.5,-0.5,1,-0.4,-0.56,1
O=C(O)CNc1nc(-c2ccccc2)nc2ccccc12,47.3,0.0,1,-10.8,-8.5,0.9,2.6,-0.6,0.5
O=C1C(C=NC2CC2)=C(O)c2ccccc21,2.0,0.0,0.9,0.5,8.1,1,5.5,-0.79,1
CCOC(=O)c1cnc(=O)[nH]c1C,-9.0,.,1,.,.,1.1,-3.3,.,1.1
COc1ccccc1N1CCN(C(=O)CSc2nc(C)cc(=O)[nH]2)CC1,8.6,0.0,0.8,0.0,2.9,1.1,21.4,0.9,0.9
CCOC(=O)Cc1nnc(NC(=O)CSc2nnc3c4ccccc4n(C)c3n2)s1,95.8*,2.0,0.1,3.3,-1.1,1.5,91.5*,-0.07,0
O=C(Nc1ccccc1)c1cnc[nH]1,-9.7,-4.0,1,-7.5,1.9,0.9,-4.1,0.85,1.1
O=C(NN1C(=O)c2ccccc2NC1c1ccccc1OCc1ccccc1)c1ccncc1 (stereo not drawn),49.3,3.0,0.7,5.8,-0.6,1.3,32.9,0.01,0.5

# Part of the list above, reformatted:
> COc1ccccc1N1CCN(C(=O)CSc2nc(C)cc(=O)[nH]2)CC1
  CYP2C19 inhib = 8.6
  E coli WT exp = 0.0
  CYP2C9 activ = 0.8
  EphB4 ephrin blk = 0.0
  PostGolgi yeast = 2.9
  PLAP act = 1.1
  CYP2C9 inhib = 21.4
  PTK2B oligo ant = 0.9
  CYP2C19 activ = 0.9
> CCOC(=O)Cc1nnc(NC(=O)CSc2nnc3c4ccccc4n(C)c3n2)s1
  CYP2C19 inhib = 95.8*
  E coli WT exp = 2.0
  CYP2C9 activ = 0.1
  EphB4 ephrin blk = 3.3
  PostGolgi yeast = -1.1
  PLAP act = 1.5
  CYP2C9 inhib = 91.5*
  PTK2B oligo ant = -0.07
  CYP2C19 activ = 0
> O=C(Nc1ccccc1)c1cnc[nH]1
  CYP2C19 inhib = -9.7
  E coli WT exp = -4.0
  CYP2C9 activ = 1
  EphB4 ephrin blk = -7.5
  PostGolgi yeast = 1.9
  PLAP act = 0.9
  CYP2C9 inhib = -4.1
  PTK2B oligo ant = 0.85
  CYP2C19 activ = 1.1
> O=C(NN1C(=O)c2ccccc2NC1c1ccccc1OCc1ccccc1)c1ccncc1 (stereo not drawn)
  CYP2C19 inhib = 49.3
  E coli WT exp = 3.0
  CYP2C9 activ = 0.7
  EphB4 ephrin blk = 5.8
  PostGolgi yeast = -0.6
  PLAP act = 1.3
  CYP2C9 inhib = 32.9
  PTK2B oligo ant = 0.01
  CYP2C19 activ = 0.5

# (continued)
smiles,CYP2C19 inhib,E coli WT exp,CYP2C9 activ,EphB4 ephrin blk,PostGolgi yeast,PLAP act,CYP2C9 inhib,PTK2B oligo ant,CYP2C19 activ
Cc1nc(=O)c(-c2ccccc2)c(C)n1Cc1ccccc1,17.3,.,1.1,.,.,0.9,-12.3,1.41,0.8
c1ccc(Cc2nc(-c3ccccn3)no2)cc1,32.8,1.0,0.8,2.1,-10.2,1,15.1,-0.7,0.7
C=C(C)CSc1nc(C)c(Cc2ccccc2)c(=O)[nH]1,49.1,2.0,0.8,2.7,-3.5,1.1,23.1,-0.36,0.5
C=CCNC(=O)c1ccccc1NS(=O)(=O)c1ccc(SC)cc1,97.3*,-7.0,0.6,3.0,-5.8,1,40.6,-0.46,0
Cc1ccc2[nH]c(=O)c(CN(CC3CCCO3)S(=O)(=O)c3cccc4nsnc34)cc2c1 (stereo not drawn),79.2*,8.0,0.1,-7.5,13.9,1.5,90.6*,-1.03,0.2
O=C(c1cccs1)[C@@H]1[C@@H]2C(=O)N(Cc3ccc4c(c3)OCO4)C(=O)[C@@H]2C2c3ccccc3C=CN21 (stereo partly drawn),30.1,-2.0,0.4,-2.1,-6.8,1.3,63.9*,.,0.7
O=C(CN1C(=O)c2ccccc2C1=O)Nc1sc2c(c1C(=O)NCC1CCCO1)CCC2 (stereo not drawn),-9.4,-7.0,0.9,-2.6,-0.9,1,7.9,-0.04,1.1
COc1ccc(OC)c(/C=N/c2oc(-c3ccco3)c(-c3ccco3)c2C#N)c1,-13.3,6.0,0.6,-8.7,-5.0,1.1,35.6,0.11,1.1
CCCCOc1ccc(C(=O)NCC(=O)NCC(=O)OCC)cc1,-15.4,-2.0,1.1,.,9.1,1.2,-11.7,1.03,1.2
CCOC(=O)C1CCCN(S(=O)(=O)c2cccs2)C1 (stereo not drawn),32.3,0.0,0.8,-9.5,1.7,1,17.1,-0.55,0.7
COc1ccc(Nc2nnc(SCC(=O)c3cc(C)n(CC4CCCO4)c3C)s2)cc1 (stereo not drawn),72.4*,-4.0,0.4,4.8,3.7,1.7,58.6*,0.03,0.3

# Screening results as filed in PubChem BioAssay.
